TRPML3 agonist: agonists of human TRPML3 channel; 220,000 tested, 0.29% active; activation, % at 3 µM; Q8TDD5; HEK293 TRPML3-YFP, Fluo-8 calcium fluorescence; 100% = the carbachol control signal;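 active = activation above its plate's cutoff, the mean activation of the plate's test wells plus 3 SD, cut at about 12% in these data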;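 note: 0% = DMSO only wells and 100% = carbachol wells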
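Material: TRPML3-YFP stable HEK293 cells | Dosing: One concentration, 3 µM nominal, 0.3% DMSO | Timing: 125 s total fluorescence read per well | Technique: Fluo-8 calcium dye fluorescence, ex 470-495, em 515-575 nm | Measure: Percent activation from peak-to-basal fluorescence ratio, scaled between DMSO and carbachol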
Runt-SMMHC FRET: inhibitors of human RUNX1 Runt domain binding to CBFb-SMMHC; Cerulean-Runt/Venus-CBFb-SMMHC FRET ratio 530/480, 1 h; inhibition, % at 20 µM; 220,000 tested, 0.74% active; AID 1434;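 active = mean inhibition across duplicate retests at 20 µM reaching about 50%, limit read from the data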;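 note: 0% = DMSO wells and 100% = wells with excess untagged CBFb-SMMHC; inhibitors lower the FRET ratio by blocking Runt binding to CBFb-SMMHC; some results filed as inactive read as strong as hits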
Target sequence (Q01196 whole entry, looked up, the tested form may be a part): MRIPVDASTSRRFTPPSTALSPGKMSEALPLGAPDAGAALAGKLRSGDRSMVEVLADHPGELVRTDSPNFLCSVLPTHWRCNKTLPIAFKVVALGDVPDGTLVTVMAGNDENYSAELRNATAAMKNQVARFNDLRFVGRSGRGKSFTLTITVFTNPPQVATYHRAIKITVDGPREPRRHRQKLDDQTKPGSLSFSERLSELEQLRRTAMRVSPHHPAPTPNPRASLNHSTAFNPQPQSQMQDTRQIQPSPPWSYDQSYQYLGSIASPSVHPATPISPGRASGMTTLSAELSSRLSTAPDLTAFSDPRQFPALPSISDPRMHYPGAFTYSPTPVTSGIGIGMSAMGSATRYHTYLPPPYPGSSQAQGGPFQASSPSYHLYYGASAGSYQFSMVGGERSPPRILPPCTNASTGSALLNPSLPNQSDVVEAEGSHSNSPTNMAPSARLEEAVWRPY
Target sequence (Q13951 whole entry, looked up, the tested form may be a part): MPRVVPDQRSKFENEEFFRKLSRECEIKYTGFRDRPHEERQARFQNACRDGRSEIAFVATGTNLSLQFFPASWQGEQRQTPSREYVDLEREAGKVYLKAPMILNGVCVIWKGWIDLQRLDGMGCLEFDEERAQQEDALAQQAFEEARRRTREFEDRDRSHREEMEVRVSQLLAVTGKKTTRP
TRPN1 ag: zebrafish TRPN1 (NompC) channel agonism | HEK293 zebrafish TRPN1-YFP, Fluo-8 calcium fluorescence; 100% = response to 87 µM carbachol | activation, % at 3 µM | 220,000 tested, 0.18% active;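 active = activation above its plate's cutoff, the mean activation of test wells on that plate plus 3 SD, cut at about 19% in these data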;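 note: 0% = DMSO alone and 100% = 87 µM carbachol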
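Material: zebrafish TRPN1-YFP in HEK293 cells; Doses: single test compound dose, 3 µM nominal, 0.3% DMSO; Timing: dye loading 1 h at 37 °C, then 30 min room temperature; Technique: intracellular calcium fluorescence with Fluo-8; Benchmarks: high carbachol 87 µM, low DMSO alone.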
CHOP inhibitor: inhibitors of CHOP induction in ER stress response; CHO-K1 CHOP-promoter luciferase, tunicamycin-induced, 15-18 h; inhibition, % at 10 µM; 220,000 tested, 3.8% active;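 active = compounds that reduced the stress-induced luciferase reporter signal by more than about 70% of percent inhibition, limit read from the data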;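 note: 0% = tunicamycin plus vehicle and 100% = wells without tunicamycin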
NCF1 inh: p47phox (human) inhibition. P14598. p47phox/p22phox peptide binding, fluorescence polarization, 2 h. inhibition, % at 24.7 µM. 220,000 tested, 0.53% active. AID 1274;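 active = inhibition above about 30%, limit read from the data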;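 note: 0% = p47phox with labelled peptide and 100% = labelled peptide alone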
EBV gp42 block: blocks Epstein-Barr virus glycoprotein 42 binding; Q1HVG2; Fluorescence polarization binding assay, mP read-out; inhibition, % (tested at 21.74 µM); 220,000 tested, 0.42% active; in the data active = inhibition above about 50%
Target sequence (Q1HVG2 whole entry, looked up): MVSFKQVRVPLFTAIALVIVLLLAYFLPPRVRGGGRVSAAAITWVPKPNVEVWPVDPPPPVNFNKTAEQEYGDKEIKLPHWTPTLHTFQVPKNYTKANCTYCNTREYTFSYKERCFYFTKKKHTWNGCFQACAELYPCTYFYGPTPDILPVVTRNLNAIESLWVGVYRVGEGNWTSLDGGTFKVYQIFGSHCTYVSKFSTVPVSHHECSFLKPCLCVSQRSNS
Mdm2 ligase inh: Mdm2 E3 ligase (human) inhibition; signal enhancement, % at 5 µM; 210,000 tested, 0.11% active; cell-based MDM2 ubiquitination luciferase reporter, 2 h; 0 = plate control, 100 = twice control, blank-subtracted; Q00987; AID 1230;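 active = signal enhancement of 30% or more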;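 note: luminescence tracks abundance of the self-degrading MDM2-luciferase fusion protein; higher signal means inhibition of MDM2 E3 ligase activity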
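Assay system: stable mammalian line carrying autodegrading MDM2–luciferase fusion reporter; Input: 2000 cells in each well; Compound dosing: single-point 5 µM; Schedule: 2 h compound exposure at 37 °C; Signal: SteadyLite luciferase luminescence after 15 min room-temperature reagent incubation; Evaluation: % luminescence enhancement versus blank-corrected plate control mean; Benchmarks: plate controls and plate blanks.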
TNF death inh: TNF-alpha cell death inhibition in Jurkat FADD-/- cells | Jurkat FADD-/- TNF necroptosis rescue, ATP luminescence, 24 h; 0 = TNF only, 100 = no-TNF cells | activation (protection from cell death), % at 10 µM | 220,000 tested, 0.068% active | AID 463075;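 active = activation, meaning protection from cell death, of at least 50% relative to plate controls; inactive = activation below 50%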;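 note: necroptosis triggered by 40 ng/mL TNF-alpha added together with compound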
PPC-1+TRAIL kill: kills PPC-1 cancer cells in the presence of TRAIL | cell killing (% activity), % at 4 µM | 220,000 tested, 0.41% active | PPC-1 cells + TRAIL, ATPLite viability luminescence;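 active = cell killing above 50% in the first pass at 4 µM, then a duplicate retest at 5 µM averaging 50% or more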;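 note: plate controls were cells with TRAIL plus DMSO for no effect and medium-only wells lacking cells for full effect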
An asterisk follows results filed as active; · = no result given.

no.	smiles	TRPML3 agonist	Runt-SMMHC FRET	TRPN1 ag	CHOP inhibitor	NCF1 inh	EBV gp42 block	Mdm2 ligase inh	TNF death inh	PPC-1+TRAIL kill
1	Cc1csc2c(=O)sc(NC(=O)c3ccc(F)cc3)nc12	0.5	21	3.0	5	-10	-16	-1	0.9	24
2	CCOC(=O)c1ccc(S(=O)(=O)Nc2nc3cc(S(=O)(=O)NC4=NCCCCC4)ccc3s2)cc1	-0.1	9	-1.8	-4	-7	-7	-10	-2.1	-12
3	CCOC(=O)c1ccc(NC(=O)CSc2nc3sc(C(=O)O)c(C)c3c(=O)[nH]2)cc1	0.9	0	1.1	-1	3	-11	-7	1.8	-6
4	CC12C=CC3(O1)C(C(=O)N1CCCOC13)C2C(=O)O (centres undefined)	0.6	·	1.6	-6	4	-1	-4	0.0	·
5	COc1ccc(S(=O)(=O)N(CC(=O)N2CCN(C)CC2)c2ccccc2)cc1OC	-0.3	-4	0.3	-10	-4	-5	-1	-1.0	5
6	CCOC1(C)OCC(=O)[C@]2(CCC3C4CCC5=CC(=O)C=CC5(C)C4C(=O)CC32C)O1 (some centres undefined)	1.0	1	-0.1	33	-9	0	7	1.4	8
7	Cc1cc(NCCCN2CCOCC2)n2nc(C)c(-c3ccc(F)cc3)c2n1	0.9	-6	0.3	36	1	-3	-25	-0.9	14
8	CCN(CC)S(=O)(=O)c1cccc(NC(=O)/C=C/c2cccc([N+](=O)[O-])c2)c1	1.9	1	8.5	36	1	10	13	-8.0	27
9	CC(=O)Nc1ccc(SCC(=O)Nc2ccccc2Oc2ccccc2)cc1	0.6	3	2.0	28	-24	-11	5	1.0	-14
10	CC(=O)NC(Cc1cccc(F)c1)C(=O)NC1CCN(c2ncccc2[N+](=O)[O-])CC1 (centres undefined)	0.4	-4	2.0	-12	-6	-12	-3	0.7	11
11	CCn1c(=O)cc(OCC(=O)Nc2cccc(C)n2)c2ccccc21	-0.2	2	0.6	18	-20	-5	-18	-1.9	11
12	COc1ccc(C2Nc3ccccc3C(=O)N2NS(C)(=O)=O)cc1OC (centres undefined)	0.7	10	1.7	9	7	7	-11	-0.3	0
13	O=C(C1CC(c2cccc(Br)c2)=NO1)N1CCc2ccccc2C1 (centres undefined)	-0.1	-2	-1.4	24	-2	-16	0	2.6	14
14	Cc1cc(N/N=C/c2ccc([N+](=O)[O-])o2)nc2ccccc12	2.6	-28	3.6	-88	-39	-4	-3	5.1	-2
15	CC(C)Oc1cccc(C(=O)N2CCCC2)c1	0.0	4	1.9	4	-13	-5	·	0.4	-9
16	O=C(COc1ccccc1)N1CCN=C1SCc1cccc(F)c1	-0.6	-2	0.0	7	-11	-3	·	1.7	5
17	Cc1ccc(CN(c2ccc(C(=O)Nc3cccnc3)cc2)S(C)(=O)=O)cc1	1.4	1	0.5	24	-2	-24	-8	0.3	0
18	O=C(Nc1ccc(-c2nc3ccccc3o2)cc1)c1cc(-n2cnnc2)ccc1Cl	2.3	-3	2.7	44	-41	-7	-3	-5.4	4
19	CCN1CCN(c2ccc(S(=O)(=O)N3CCCCC3)cc2NC(=O)c2ccc(F)cc2)CC1	1.5	5	2.3	-3	-15	-36	6	0.2	1
20	Cc1c(/C=N/n2cnnc2)c2ccccc2n1CCOc1ccccc1	-0.2	-7	1.5	6	-3	-6	-8	-0.4	17
21	CC1CCC(C(C)C)C(OC(=O)C2=C3c4ccccc4S(=O)(=O)N3CC2)C1 (centres undefined)	0.6	3	1.4	8	3	2	-5	-1.1	8
22	CCOP(=O)(OCC)C(NC(=O)Nc1cccc(Cl)c1)C(N)=O (centres undefined)	0.1	-5	4.0	-3	-15	-9	·	2.1	28
23	O=C(CSc1n[nH]c(=O)n1Cc1ccco1)Nc1ccccc1Cl	0.1	-4	1.5	-3	-25	-29	-2	2.5	2
24	Cc1cccc(NC(=O)C2CCCN2C(=O)Oc2ccccc2)c1 (centres undefined)	-0.1	-7	0.1	-12	-15	-15	-18	0.2	26
25	Cc1ccc(COCC(CC(C)C)N2CCN(C(=O)c3cccc(C(F)(F)F)c3)CCC2=O)cc1 (centres undefined)	-0.8	-12	-0.6	10	5	-2	·	1.1	-4
26	COc1cc(/C=N/NC(=O)c2ccc(CSc3nc4ccccc4[nH]3)cc2)cc(OC)c1OC	-0.9	-6	-0.8	-34	-35	-7	-13	10	-8
27	Cc1ccc(N2C(=O)CCC2(C#N)c2ccccc2)cc1 (centres undefined)	-0.1	-6	-1.2	-24	-7	-20	3	2.0	3
28	CCCOc1ccc(OCCn2nc(C(=O)O)c3ccccc3c2=O)cc1	-0.2	2	-0.1	42	-3	-3	-16	0.6	-2
29	Cc1cccn2c(=O)c(/C=C(\C#N)C(N)=O)c(N3CCN(Cc4ccc5c(c4)OCO5)CC3)nc12	0.0	·	0.4	3	-3	-11	-12	0.9	13
30	CCN(CC)C(=O)CSc1ncnc2c1cnn2Cc1ccccc1	-0.1	1	0.2	12	-9	-5	0	-1.0	-5

Exported with values under each structure: entries from further up.
Below each SMILES – TRPML3 agonist | Runt-SMMHC FRET | TRPN1 ag | CHOP inhibitor | NCF1 inh | EBV gp42 block | Mdm2 ligase inh | TNF death inh | PPC-1+TRAIL kill
#20 Cc1c(/C=N/n2cnnc2)c2ccccc2n1CCOc1ccccc1
  -0.2 | -7 | 1.5 | 6 | -3 | -6 | -8 | -0.4 | 17
#21 CC1CCC(C(C)C)C(OC(=O)C2=C3c4ccccc4S(=O)(=O)N3CC2)C1 (centres undefined)
  0.6 | 3 | 1.4 | 8 | 3 | 2 | -5 | -1.1 | 8

Other records:
no.	smiles	TRPML3 agonist	Runt-SMMHC FRET	TRPN1 ag	CHOP inhibitor	NCF1 inh	EBV gp42 block	Mdm2 ligase inh	TNF death inh	PPC-1+TRAIL kill
31	Cc1ccc(C2=NN(S(C)(=O)=O)C(c3ccc4c(c3)OCO4)C2)cc1 (centres undefined)	0.3	4	-0.6	3	-222	-30	-3	0.3	20
32	CCOC(=O)c1nc(C)nc(Sc2n[nH]c(-c3ccccc3)n2)c1C	0.3	0	-0.1	4	0	-2	-14	0.5	2
33	CCn1c(Cc2ccccc2)nnc1SCC(=O)Nc1ccc(S(N)(=O)=O)cc1	0.1	-1	0.2	-11	6	4	-14	-0.8	-16
34	Cc1cc(=O)[nH]c(N2CCN(Cc3ccccc3)CC2)n1	0.1	2	0.6	-39	-5	-28	-9	-1.3	23
35	CC(=O)Nc1ccc(C(=O)OCC(=O)c2ccc(F)cc2)cc1	-0.4	0	2.0	4	-15	1	-89	0.8	15
36	Cc1nc2c(-c3ccc(F)cc3)c(C)nn2c(N2CCOCC2)c1C	0.6	-3	-0.2	8	-8	-24	-11	-1.7	0
37	O=C(CSc1ccccc1)Nc1nccs1	0.3	0	0.0	-12	-9	-10	-4	15	14
38	CCC(CC)N1CCN(CCc2ccccc2)C(CCO)C1 (centres undefined)	0.6	-3	1.5	-6	8	-2	-4	1.0	13
39	CCOc1cc(NC(=S)NC)c(OCC)cc1NC(=O)c1ccco1	0.1	2	-1.0	9	-16	0	-19	-0.4	3
40	COc1ccc(C)c(Cn2c(-c3nonc3N)nc3ccccc32)c1	0.3	0	-1.0	·	-9	-6	-7	-7.6	4
41	N[C@@H](CO)c1nnc([C@H](Cc2ccc(O)cc2)NC(=O)C2CCNCC2)o1	1.1	1	1.9	3	-6	-12	·	0.4	-13
42	C=CCn1c(C)c(C(C)=O)c(SC)nc1=S	0.6	-2	-0.1	12	-13	-1	-9	-3.0	0
43	O=C(OCCNC(=O)c1ccc2ccccc2n1)c1ccc(F)cc1	-1.4	-2	-0.7	27	0	0	5	0.0	10
44	C=C(C)CCC1(C)NC(=O)N(c2ccccc2)N1 (centres undefined)	-0.4	-1	-2.3	-1	-9	-13	-9	-0.8	8
45	Cc1ccc(C(=O)c2cc([N+](=O)[O-])ccc2N2CCN(C)CC2)cc1	0.5	-4	-0.1	-2	-21	-16	-4	-11	0
46	O/N=C1\CCSc2ccc(F)cc21	-0.4	1	0.0	5	-26	-6	4	1.0	-29
47	O=C1NCN(c2ccccc2)C12CCN(c1nnnn1-c1ccccc1)CC2	0.1	2	3.1	24	-4	-11	-9	-0.4	9
48	Cc1ccccc1CS(=O)(=O)c1cnc2ccccc2n1	1.5	-4	0.1	18	-9	-6	-7	10	15
49	CC1CCN(C(=O)N2c3ccccc3Sc3ccccc32)CC1	0.1	-2	-1.2	-3	-10	-1	-32	1.1	21
50	O=C1CC2(CC(c3ccc(Cl)cc3)=NO2)C(=O)N1c1ccccc1 (centres undefined)	2.0	3	3.1	19	0	-10	-2	0.9	4
51	CCc1cccc(OCCN2CCCC2)c1	0.2	4	-1.1	-19	-6	5	-8	3.1	33
52	Cc1cc(C)c2c(n1)nn1c(NCCN3CCOCC3)cc(C)nc21	0.6	38	-0.6	-12	-8	-13	5	0.6	-4
53	Fc1ccc(/C=C/c2nnc(-c3cccs3)o2)cc1	0.1	-2	-0.6	21	-19	18	-19	0.5	13
54	Cc1csc(NC(=O)C2CCCCC2C(=O)O)n1 (centres undefined)	0.5	5	0.6	-30	-2	-18	-8	-3.4	4
55	CC(NC(=O)COC(=O)c1cc(Cl)nc(Cl)c1)c1ccccc1 (centres undefined)	1.7	-1	5.0	4	-9	-2	-5	1.2	0
56	Cc1ccc(S(=O)(=O)Oc2ccc3c(c2)O/C(=C\c2cccnc2)C3=O)cc1	1.2	-12	0.0	78*	-12	-15	-5	0.0	6
57	N#Cc1cc2c(nc1SCC(=O)Nc1nccs1)CCCCC2	-1.0	22	0.0	29	0	-22	-4	1.3	67*
58	N#Cc1nc(COc2cccc(Cl)c2)oc1NCCN1CCOCC1	0.0	-2	1.3	16	-8	-5	-10	0.4	15
59	CCCN1CCC(=O)N([C@H](CSc2ccc(OC)cc2)Cc2ccccc2)CC1	·	-5	·	-27	0	16	13	0.5	2
60	CCCn1nc(C(=O)Nc2ccc3nc(C)sc3c2)c2ccccc2c1=O	0.6	0	1.1	0	-16	-12	-5	1.6	28
61	Cc1ccc(C(=O)O/N=C/c2c(C(F)(F)F)nn(C)c2Sc2ccc(Cl)cc2)cc1	0.8	2	-0.6	55	-16	-3	-5	-2.4	-4
62	CC(C)=CCN1CCN(Cc2nc(-c3ccc(F)cc3)cs2)CC1CCO (centres undefined)	0.6	-1	1.1	7	-52	-10	-8	-1.1	7
63	COc1cccc(N2C(=O)CC(N3CCc4ccccc4C3)C2=O)c1 (centres undefined)	0.6	-2	1.0	-9	-13	-25	-6	5.8	-1

Just Runt-SMMHC FRET, Mdm2 ligase inh and NCF1 inh (two entries from above):
item	canonical_smiles	Runt-SMMHC FRET	Mdm2 ligase inh	NCF1 inh
50	O=C1CC2(CC(c3ccc(Cl)cc3)=NO2)C(=O)N1c1ccccc1 (centres undefined)	3	-2	0
51	CCc1cccc(OCCN2CCCC2)c1	4	-8	-6

Compound activity (PubChem BioAssay)

The order is random. About 5.9% of those tested had a hit in this group.
